Screens as filed in PubChem.
sdo1 growth: sdo1-depleted yeast growth rescue; AID 817; z-score at 10 µM; S. cerevisiae sdo1-depleted JHY4D growth rescue, OD600 30 h; active compounds read high; pdr5 snq2 efflux-pump mutant strain; hit rate 0.21% among 140,000;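 active = z-score above 3 at both the 24 hr and the 30 hr optical density reads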;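 also: z-score against mean and SD of all compound wells on the same plate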
INS promoter inh: TRM-6 insulin promoter activity inhibition; inhibition, % at 2 µM; TRM-6 cells (human fetal islet line), insulin promoter-eGFP reporter, imaging; reporter expression induced with tamoxifen; hit rate 0.9% among 130,000;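 active = inhibition above the mean plus 3 SD, with well images judged a real hit on visual review, cut at about 60% in these data, passing the limit was not always enough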
sdo1 growth Rescue 24 h: recorded beside sdo1 growth, whose call it bears; z-score; S. cerevisiae sdo1-depleted JHY4D growth rescue, OD600; measured here: growth rescue at 24 h;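 0 is the plate mean of compound wells and units are plate SD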
Starred values were filed as active, the others as inactive; nt = no result given. Some of the compounds tested (hit frequency here may not be typical).

Start of the listing, in advance, five compounds:
SMILES,sdo1 growth,sdo1 growth Rescue 24 h,INS promoter inh
Cc1n[nH]c(=O)n1-c1ccc(Oc2ccccc2)cc1,-0.47,-0.68,-32
CCCCN1C(=S)SC(C)(C)C1/[N+]([O-])=C/c1cccnc1 (configuration not stated),0.18,-0.26,16
COCCN(CCOC)Cc1c(C)[nH]c2c(C)c(C)ccc2c1=O,0.24,-0.48,nt
COc1ccc(-n2c(SCC(=O)Nc3ccccc3)nnc2-c2ccc(NS(=O)(=O)c3ccc(C)cc3)cc2)cc1,-0.69,0.72,13
CCC(NC(=O)c1cccc(Cn2cc([N+](=O)[O-])cn2)c1)c1ccc(C(C)C)cc1 (configuration not stated),-0.08,0.01,-27

This part in full, previewed entries included:
SMILES,sdo1 growth,sdo1 growth Rescue 24 h,INS promoter inh
Cc1n[nH]c(=O)n1-c1ccc(Oc2ccccc2)cc1,-0.47,-0.68,-32
CCCCN1C(=S)SC(C)(C)C1/[N+]([O-])=C/c1cccnc1 (configuration not stated),0.18,-0.26,16
COCCN(CCOC)Cc1c(C)[nH]c2c(C)c(C)ccc2c1=O,0.24,-0.48,nt
COc1ccc(-n2c(SCC(=O)Nc3ccccc3)nnc2-c2ccc(NS(=O)(=O)c3ccc(C)cc3)cc2)cc1,-0.69,0.72,13
CCC(NC(=O)c1cccc(Cn2cc([N+](=O)[O-])cn2)c1)c1ccc(C(C)C)cc1 (configuration not stated),-0.08,0.01,-27
COc1ccc(OC)c(S(=O)(=O)Nc2c(F)cccc2F)c1,1.2,0.16,-12
O=C(CNS(=O)(=O)c1ccccc1)N1CCCC1,nt,nt,6
C/C=C/COc1nc2c(c(=O)n(C)c(=O)n2C)n1C,0.62,0.42,-51
CCC(CO)n1c(SCc2cc(=O)oc3cc(C)ccc23)nc2ccccc2c1=O (configuration not stated),-1.1,-0.9,62
CC(=O)N1CCC2(CC1)CC(=O)c1cc(OCC(=O)N3CCCC3)ccc1O2,nt,nt,7
COc1cccc(NC(=O)CSc2nnc(Cn3c(=O)sc4ccccc43)n2C)c1,0.59,0.73,nt
CN(C(=O)CSc1nc(N)nn1-c1ccccc1)c1ccccc1,0.43,-0.17,nt
O=C(CCSCCc1ccccn1)Nc1ccc(Br)cn1,0.02,-0.01,nt
CCCNC(=O)c1ccc2c(=O)n(Cc3ccco3)c(=S)[nH]c2c1,nt,nt,58
Nc1nc(SCC(=O)Nc2ccc(Cl)cc2)[nH]c(=O)c1-c1ccccc1,nt,nt,20

Next section.
SMILES,sdo1 growth,sdo1 growth Rescue 24 h,INS promoter inh
CCOC(=O)c1c(CN2CCOCC2)n(-c2ccccc2)c2ccc(O)cc12,-2.3,-1.6,0
CCCc1cc(=O)[nH]c(Nc2cc(OC)ccc2OC)n1,0.91,0.31,46
Cn1cnnc1SC(C(=O)Nc1cc(Cl)cc(Cl)c1)c1ccccc1 (configuration not stated),-0.6,-0.89,-26
Cc1cccc(N2C(=O)C(Cc3ccccc3)NC2=S)c1 (configuration not stated),0.6,0.39,nt
COc1ccc(C2(O)CN(c3ccc(C)cc3)C3=[N+]2CCCC3)cc1 (configuration not stated),nt,nt,36
CCOC(=O)c1sc2nc(NC(=O)C3CC3)sc2c1C,-2.9,-1.5,nt
CN(C)S(=O)(=O)c1cccc(NC(=O)Cn2cnc3ccccc3c2=O)c1,1.1,0.89,-19
CCCNC(=O)C1CCN(S(=O)(=O)c2ccc(-c3nn[nH]n3)cc2)CC1,1,0.95,nt
C/C(Cn1cnc([N+](=O)[O-])n1)=N\NC(=O)c1cccnc1,0.2,-0.31,15
CCOc1ccccc1Nc1cc(C)nc2nnnn12,nt,nt,20
CC(=O)Nc1nonc1-c1nc2ccccc2n1Cc1ccccc1,-0.97,-1.2,nt
CC(C)(C)Nc1nc(N2CCCC2)nc(N2CCCC2)n1,-2.1,-1.4,-29
CCn1c(SCC(=O)Nc2ccccc2)nc2c1c(=O)n(C)c(=O)n2C,0.64,-0.54,54
CCn1c(-c2ccsc2)nc2c1c(=O)[nH]c(=O)n2Cc1ccccc1,0.21,0.21,nt
CC(=O)Nc1ccc(N2C(=O)CSC2c2ccc(F)cc2)cc1 (configuration not stated),1,0.95,4

More results.
SMILES,sdo1 growth,sdo1 growth Rescue 24 h,INS promoter inh
COc1ccc(-c2nn3c(-c4ccccc4)nnc3s2)cc1OC,-1.2,-0.99,-33
COC(=O)c1ccsc1NC(=O)CSc1nnnn1Cc1ccccc1,-1.1,-0.53,-3
CCCCCn1c(=O)c(C(=O)c2ccccc2)nc2ccccc21,-1.2,-0.76,-6
O=C1CCN=C(Nc2ccc(F)cc2)N1Cc1ccccc1,0.72,0.47,-25
CCOC(=O)CC(NS(=O)(=O)c1ccc(OC)c(OC)c1)c1cccc([N+](=O)[O-])c1 (configuration not stated),-1.5,-1.6,7
Cc1ccc(C(C(=O)NC2CCCC2)N(C(=O)Cc2cccs2)c2ccc3c(c2)OCCO3)cc1 (configuration not stated),-0.3,-0.81,-28
CC1=C(C)CC(C(=O)NCCc2ccccc2)C(C(=O)O)C1 (configuration not stated),0.42,0.23,7
C=CCC(NC(C)c1ccccc1)c1ccco1 (configuration not stated),1.1,0.67,19
CC(Sc1nnc(Cn2c(=O)sc3ccccc32)n1C)c1ccccc1 (configuration not stated),-0.59,-0.06,nt
O=C(Nc1ccccc1C(=O)NCc1ccccc1)c1ccccc1Br,-0.95,-0.89,0
S=C1NC2(CCCCC2)Cc2ccccc21,-0.51,0.15,27
O=C(Nc1cccc(-c2nc3ncccc3o2)c1)c1cc2ccccc2o1,-1.9,-1.1,nt
O=C1c2ccccc2N2C(=O)c3ccccc3[C@H]2N1c1ccccc1,-0.71,-0.48,-2
O=C(O)CC(NC(=O)C12CC3CC(CC(C3)C1)C2)c1cccc([N+](=O)[O-])c1 (configuration not stated),nt,nt,0
CCn1c2ccccc2c2nc3cc(S(=O)(=O)N4CCOCC4)ccc3nc21,-2.4,-1.3,nt

As entered above:
`CC1=C(C)CC(C(=O)NCCc2ccccc2)C(C(=O)O)C1` (configuration not stated) | INS promoter inh = 7
`S=C1NC2(CCCCC2)Cc2ccccc21` | sdo1 growth Rescue 24 h = 0.15
`CC(Sc1nnc(Cn2c(=O)sc3ccccc32)n1C)c1ccccc1` (configuration not stated) | sdo1 growth = -0.59

(further entries)
SMILES,sdo1 growth,sdo1 growth Rescue 24 h,INS promoter inh
CCOC(=O)CN(C(=O)CSc1nnc(Cc2ccccc2)n1-c1ccc(C)cc1)c1ccccc1,-0.7,-0.75,-7
Cc1ccc2nc(C(O)C(O)c3nc4ccc(C)cc4[nH]3)[nH]c2c1 (configuration not stated),-0.6,-0.73,-75
CCC(C)(C)C1CCc2c(sc(N)c2C(N)=O)C1 (configuration not stated),-1.3,-1.1,36
Cc1ccc(OCc2nnc(SCC(=O)Nc3cccc4ccccc34)n2-c2ccccc2)cc1,-0.94,-0.87,-46
O=C(Nc1cccc(Cl)c1)Nc1ccccc1C(=O)NCc1ccco1,-0.65,2.4,0
Cc1ccc(-c2nnc(Nc3ccccc3)c3ccccc23)cc1S(=O)(=O)NCC1CCCO1 (configuration not stated),0.24,0,-31
CCCOC(=O)C1=C(C)NC2=C(C(=O)CCC2)C1c1cccc(OC)c1OC (configuration not stated),0.6,-0.01,-73
CCc1ccc(NC2=CC(=O)CC(c3ccco3)C2)cc1 (configuration not stated),-0.2,-0.18,0
Cc1ccnc(NS(=O)(=O)c2ccc(NS(=O)(=O)Cc3ccccc3)cc2)n1,0.36,0.17,61
COc1ccc(C(=O)c2cn[nH]c2-c2cc(Cl)ccc2O)cc1,-1.2,-1.4,nt
Cc1cc2oc(=O)cc(CN3CCN(S(=O)(=O)/C=C/c4ccccc4)CC3)c2cc1C,-0.08,-0.41,22
CS(=O)(=O)c1ccc2nc(NC(=O)c3cc4ccccc4o3)sc2c1,-0.18,-0.24,21
CC(N)C12CC3CC(C1)CC(C(C)N)(C3)C2 (configuration not stated),0.54,0.28,-26
CC1=NN(c2ccccc2)C(=O)/C1=C\C=C1\N(C)c2ccccc2C1(C)C,-2,-1.4,nt
CC(C)Oc1ccc(C(=O)Nc2nnc(SCC(=O)N3CCOCC3)s2)cc1,1.2,1.1,nt

Following part
SMILES,sdo1 growth,sdo1 growth Rescue 24 h,INS promoter inh
CSc1ccc(S(=O)(=O)NCc2ccccc2C)cc1,nt,nt,-20
CCOC(=O)c1ccccc1NC(=O)Cn1cnc2c(cnn2C(C)(C)C)c1=O,-1.8,-1.9,14
Cc1nn(-c2ccc(F)cc2)c(Cl)c1/C=N/NC(=O)c1cccs1,-1.2,-1.3,53
Cn1ccnc1SCC(=O)Nc1ccc(Oc2ccccc2)cc1,-0.52,-0.83,6
CCOc1ccc2[nH]c(C)c(CN(C)C)c(=O)c2c1,0.51,-0.35,12
NC(=O)C1(N2CCCCC2)CCN(C(=O)CSc2nc3ccccc3[nH]2)CC1,1.2,0.51,-95
Cc1ccc(N2C(=O)C3ON(c4ccccc4)C(c4ccncc4)C3C2=O)c(C)c1 (configuration not stated),-0.71,-0.82,53
O=C(NCC1CCCO1)c1ccc(CS(=O)(=O)c2ccc(Br)cc2)o1 (configuration not stated),0.26,-0.46,nt
CCC(=O)NC(=S)Nc1cccc(NC(=O)CC)c1,0.75,1.3,-26
Fc1ccc(OCCCCCN2CCCC2)cc1,0.33,0.65,nt
O=C(OCCCCN1C(=O)c2ccccc2C1=O)c1ccc(S(=O)(=O)N2CCCC2)cc1,-1.1,-0.95,0
Cc1cccc(N/C=C/C(=C(C#N)C#N)N(C)C)c1,2.3,3.2,-17
C=C(C)c1cccc(C(C)(C)NC(=O)N2CCCC2)c1,0.74,1.5,-347
Cc1nnc(-n2ncc(C#N)c2N)c2nn(-c3ccccc3F)c(C)c12,nt,nt,22
Cc1ccc(S(=O)(=O)N(CC(O)CN2CCCCC2)c2ccccc2)cc1 (configuration not stated),-0.73,-1.1,nt

(listing goes on)
SMILES,sdo1 growth,sdo1 growth Rescue 24 h,INS promoter inh
CCOc1ccc(NC(=O)Nc2ccc3c(c2)nnn3C)cc1,0.17,-0.2,nt
Cc1cccc(NC(=O)CSc2nnc(C)n2Cc2ccccc2)c1,0.95,-0.53,-33
CCOC(=O)c1c(C)[nH]c(C(C)=O)c1C,0.38,0.38,nt
Cc1cc(C(F)(F)F)nn1CC(=O)NNC(=S)NCC(C)C,1.2,1.1,38
COC(=O)c1ccc2c(=O)n(CCO)c(=S)[nH]c2c1,1.2,1.9,2
CCCCNS(=O)(=O)c1ccc2c(c1)oc(=O)n2CC(=O)OCC,-0.35,-0.6,nt
COc1ccc(S(=O)(=O)NCCCCCC(=O)NCCCN2CCOCC2)cc1,-0.52,-0.26,27
NCCN=C1NS(=O)(=O)c2ccccc21,1.3,1.9,-126
NC(=O)CS(=O)(=O)c1nc2ccccc2n1CC(=O)N1CCCCC1,0.18,-0.84,-11
O=c1cc2c(nn1Cc1c(Cl)cccc1Cl)-c1ccccc1CC2,-1.9,-1.1,9
O=C(Oc1ccc(-n2cnnn2)cc1)c1ccco1,0.94,2.3,nt
N#Cc1cc(N2CCCCC2)c([N+](=O)[O-])cc1C#N,-0.69,-1.8,14
COC(=O)c1ccccc1NC(=O)C1CCCN(S(C)(=O)=O)C1 (configuration not stated),0.33,-1.1,30
OCCN1CCN(Cc2cc(Cl)c3cccnc3c2O)CC1,0.42,0.87,16
COc1ccccc1NC(=O)Cc1c(F)cccc1Cl,0.54,0.05,nt

Remaining list, next part:
SMILES,sdo1 growth,sdo1 growth Rescue 24 h,INS promoter inh
CC(C)(C)c1nnc(NC(=O)CN2C(=O)C3C4C=CC(C4)C3C2=O)s1 (configuration not stated),-0.14,-0.67,75*
CN(C)CCN1C(=O)c2oc3ccc(F)cc3c(=O)c2C1c1ccncc1 (configuration not stated),0.74,1.2,nt
CC(C)c1ccc(NC(=S)NCc2ccc3c(c2)OCO3)cc1,nt,nt,36
CS(=O)(=O)N(Cc1ccccc1)c1ccc(C(=O)NCc2cccnc2)cc1,0.7,-0.27,44
O=C1CC(C(=O)Nc2ccccc2)C2(CCCCC2)O1 (configuration not stated),-0.13,-1.5,7
O=C1/C(=C\c2ccsc2)NC(=S)N1c1ccccc1,nt,nt,33
COc1ccc(-n2c(C)cc(C(=O)CSc3ccc(NC(C)=O)cc3)c2C)cc1,-1.3,-0.68,-23
CCC(=O)Nc1nnc(CSCc2ccccc2)s1,0.28,0.62,36
COc1cccc(N(CC(=O)NCc2cccnc2)S(C)(=O)=O)c1,0.51,0.55,36
CSc1ccc(/C=C(\C(=O)O)c2ccc(S(=O)(=O)N3CCCCC3)s2)cc1,0.7,0.88,nt
CC1C(=NO)C(C)C(c2ccccc2)NC1c1ccccc1 (configuration not stated),-0.15,-0.33,nt
O=C1CS/C(=N/N=C/c2ccc(OS(=O)(=O)c3ccccc3)cc2)N1,nt,nt,61
O=C(CCC(=O)c1cccs1)NCC(=O)Nc1ccc(F)c(F)c1F,0.21,0.05,29
CC(=O)Nc1ccc(Nc2cc(C)nc3c(-c4ccc(Cl)cc4)cnn23)cc1,-1.7,-1.3,80*
Cc1nc2cc(-n3ccc(=O)cc3)ccc2n1-c1ccccc1,0.83,0.55,8

New compounds follow.
SMILES,sdo1 growth,sdo1 growth Rescue 24 h,INS promoter inh
COC(=O)C1=C(C)NC(C)=C(C(=O)OC)C1c1cc2cc(C)ccc2[nH]c1=O,1.1,0.67,-59
COC(=O)c1nn2c(C(F)(F)F)cc(-c3ccc(Br)o3)nc2c1Br,nt,nt,-38
COc1ccccc1-c1cc(C(=O)Nc2cc(C)on2)no1,-1.2,-0.47,nt
O=C(O)/C=C/C(=O)Nc1ccc(SC(F)(F)F)cc1,0.44,-1.1,50

Some entries already given, showing only sdo1 growth Rescue 24 h:
smiles | sdo1 growth Rescue 24 h
COc1ccccc1-c1cc(C(=O)Nc2cc(C)on2)no1 | -0.47
O=C(O)/C=C/C(=O)Nc1ccc(SC(F)(F)F)cc1 | -1.1
